Compound activity: PubChem BioAssay, National Center for Advancing Translational Sciences (NCATS)
DT40 TDP1 CPT: growth inhibition of DT40 Tdp1-/-;hTDP1 cells with camptothecin (screen for TDP1 inhibitors); chicken DT40 Tdp1-/-;hTDP1 cells + 20 nM CPT, ATP luminescence, 48 h; Potency, µM (titrated, usually from 46.2 µM), for inactives: at the highest dose activity change, negative = growth inhibition, hits mostly inhibitors; hit rate 12% among 420,000; AID 686979; also: nearly all actives have a fitted effect of over 55% in size
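Chicken DT40 Tdp1-/- cells complemented with human TDP1, 400 cells/well, exposed to compounds plus 20 nM camptothecin for at least 48 h at 37 C; viability read as ATP content by CellTiter-Glo luminescence.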
KAT2A inh: GCN5L2 (KAT2A) acetyltransferase inhibition. Q92830. Potency, µM (series often up to 58.9 µM), inactives show top-dose activity change, negative = inhibition, usual class: inhibitors. GCN5L2 HAT assay, ThioGlo1 CoA-SH fluorescence. hit rate 0.21% among 390,000
Target sequence (Q92830 whole entry, looked up): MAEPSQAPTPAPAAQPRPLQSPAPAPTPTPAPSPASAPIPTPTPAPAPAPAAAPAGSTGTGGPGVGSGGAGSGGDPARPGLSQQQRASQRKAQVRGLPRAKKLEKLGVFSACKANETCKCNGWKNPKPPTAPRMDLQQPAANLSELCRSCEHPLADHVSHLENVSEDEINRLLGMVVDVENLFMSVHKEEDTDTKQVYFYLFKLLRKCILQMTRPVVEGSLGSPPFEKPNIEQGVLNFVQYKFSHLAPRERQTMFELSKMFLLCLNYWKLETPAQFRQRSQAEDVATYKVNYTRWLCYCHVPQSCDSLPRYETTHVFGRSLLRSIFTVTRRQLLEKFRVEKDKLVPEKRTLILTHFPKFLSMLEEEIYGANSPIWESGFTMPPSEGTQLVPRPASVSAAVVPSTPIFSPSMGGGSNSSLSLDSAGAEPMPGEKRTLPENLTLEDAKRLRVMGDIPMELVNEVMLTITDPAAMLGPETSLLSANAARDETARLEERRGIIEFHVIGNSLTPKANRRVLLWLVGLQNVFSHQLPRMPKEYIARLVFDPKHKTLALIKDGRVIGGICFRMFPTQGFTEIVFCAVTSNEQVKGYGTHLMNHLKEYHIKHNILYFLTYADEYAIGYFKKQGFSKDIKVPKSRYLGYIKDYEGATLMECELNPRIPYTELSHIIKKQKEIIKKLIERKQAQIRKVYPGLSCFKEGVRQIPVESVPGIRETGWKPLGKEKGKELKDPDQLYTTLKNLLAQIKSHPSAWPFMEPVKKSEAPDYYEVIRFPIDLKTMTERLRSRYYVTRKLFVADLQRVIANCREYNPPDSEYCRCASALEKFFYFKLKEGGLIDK
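GCN5L2 (20nM final) in 50mM HEPES, 0.1mM EDTA pH 7.5, 0.01% Tween-20 was preincubated 15 min at room temperature with compound, then given ThioGlo1 (50uM), H3(1-25) peptide (75uM) and acetyl-CoA (70uM); CoA-thiol fluorescence (Ex340/Em540) was read at 0 and 20 min.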
DT40 TDP1 no CPT: qHTS for Inhibitors of human tyrosyl-DNA phosphodiesterase 1 (TDP1): qHTS in cells in absence of CPT | hit rate 15% among 420,000 | DT40 Tdp1-/- hTDP1 cells, no CPT, ATP luminescence, 48 h | Potency, µM (series often up to 46.2 µM), for inactives: at the highest dose activity change, negative = growth inhibition, usual class: inhibitors | AID 686978, 2013; also: nearly all actives have a fitted effect of over 55% in size
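No-CPT arm: Tdp1-/-;hTDP1 DT40 cells (400/well) plus compounds, incubated ≥48 hr at 37 °C. Readout CellTiter-Glo luminescence.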
The depositor's hits bear a star; u = inconclusive; x = not tested or not shown; & = joins results of further samples. Calls follow the shape of the dose curve; as a rule, active = well fitted curve in the direction sought with a large enough effect; inconclusive = small, poorly fitted or top-dose-only effect, or another doubt; inactive = no such curve, though single readings can be large; an effect the other way counts as inactive or inconclusive. % is scaled to controls: 0 for no effect and ±100 for the full control effect; potency is read from the fitted curve at half-maximal effect. Only part of the results is shown, so the mix of outcomes need not match the whole.

SMILES | DT40 TDP1 CPT | KAT2A inh | DT40 TDP1 no CPT
CCOC(=O)C1=C(C)c2ccccc2N(C(=O)OC)C1(C)C(=O)OCC (centres undefined) | 10µM* | u | 10µM*
O=C(c1ccc(N2CCN(C(=O)c3ccccc3Br)CC2)cc1)c1cccc(F)c1 | 16µM* | 1% | 26µM*
Cc1ccc(-c2csc(NC(=O)C3CC(=O)N(c4ccc5c(c4)OCCO5)C3)n2)o1 (centres undefined) | u | x | u
Cc1ccc(OCc2cc(C(=O)N(C)Cc3cnn(-c4ccccc4C)c3)no2)cn1 | 12µM* | 1% | 18µM*
Cc1ccc(S(=O)(=O)NCC(=O)NCC(=O)OCc2c(F)cccc2Cl)cc1 | -8% | -17% | -15%
C/C=C\C=C\C(=O)N1CC2(CC(c3cccc(NC(=O)CC(c4ccccc4)c4ccccc4)c3)=NO2)C[C@H]1C(N)=O (some centres undefined) | u | -10% | 18µM*
O=C(Nc1ccc2c(c1)OCCO2)c1cc(-c2ccccn2)nc2ccc(Br)cc12 | u | -5% | u
Cc1sc2ncnc(Nc3ccc(O)cc3)c2c1C | -24% | 1% | u
COCCCNC(=O)c1cc(C(=O)Cc2ccccc2)c[nH]1 | -22% | -9% | -17%
Cc1ccc(-c2[nH]nc(N)c2N=Nc2cccc(Cl)c2C)cc1 | u | -2% | 13µM*
CCC(/C=N/NC(=O)CCCCC(=O)N/N=C/C(CC)CC)CC | 19% | -1% | -2%
COc1cccc(C2=NN(C(C)=O)C(c3cccs3)C2)c1 (centres undefined) | 6% | -8% | -18%
COc1ccc(C(=O)COC(=O)c2ccc([N+](=O)[O-])s2)cc1OC | -15% | 2% | -8%
CCCOc1ccc(CSCCNC(=S)Nc2ccccc2)cc1 | 26µM* | -6% | 23µM*
Cc1c(Cl)cccc1NC(=O)CSc1nnnn1C | 6% | 0% | u
COc1ccc(CCNC(=O)C2CC(c3ccccc3C(F)(F)F)=NO2)cc1 (centres undefined) | -8% | 22% | -8%
CCOc1ccccc1OCCn1nnc2ccccc21 | -16% | -6% | -24%
CCOC(=O)C(/C(N)=N/C(=O)Nc1ccccc1)=C(\C)O | -5% | -7% | 1%
CCOc1ccc(NC(=O)CN(C)C(=O)CCC2CCCCC2)cc1OCC | u | -5% | -27%
O=C(CN(C(=O)c1csnn1)c1ccc(F)c(Cl)c1)NCc1ccccc1 | 2% | -1% | -5%
Cc1cc(Nc2nn(C)c(N)c2C#N)ccc1F | -18% | 0% | u
Cc1ccc(CC(=O)NC2CCN(Cc3ccccc3)CC2)cc1 | -8% | -3% | -14%
O=C(O)CCCC(=O)Nc1nncs1 | -8% | -7% | -1%
O=C(OCc1ccccc1)N1CCC2CC1c1cc(N3CCCCC3)ccc12 (centres undefined) | u | x | u
COCCNC(=O)c1ccc2c(c1)NC(=O)C(CS(=O)(=O)Cc1ccc(F)cc1Cl)N2 (centres undefined) | -12% | -1% | -12%
Nc1nonc1C(=O)N/N=C/c1ccc(Br)o1 | 17% | -5% | -11%
O=C(Cn1cncn1)NCCC(c1ccccc1)c1ccccc1 | -10% | -22% | 13%
CS(=O)(=O)N(CC(=O)N1CCc2ccccc2C1)c1ccccc1Br | -14% | -6% | 14%
Cc1c(C(=O)N2CCCCCC2)nnn1-c1nonc1N | -18% | u | -28%
CNc1oc(Cc2ccccc2)nc1S(=O)(=O)c1ccc(Cl)cc1 | -10% | 3% | -9%
Cc1ccc2c(c1)c(-c1csc(N)n1)c(C)n2C | 2% | 6% | -6%
CCN1C(=O)N(CC)C(O)(c2ccccc2)C1(O)c1ccccc1 (centres undefined) | 1% | -5% | -9%
CC(OC(=O)c1ccncc1)C(=O)Nc1cccc(Cl)c1 (centres undefined) | -5% | -5% | 0%
CCC(=O)c1ccc(OCC(O)CN2CCN(c3ccc(F)cc3)CC2)cc1 (centres undefined) | -2% | 1% | -13%
CC(=O)c1c(C)nc(-c2ccccc2)nc1N | 12% | 3% | u
CCOc1c2ccoc2nc2c(OC)c(OC)ccc12 | -16% | 0% | -22%
CN=C(c1ccccc1)c1c(C)cccc1C | -8% | -3% | -12%
CCn1c(Cc2ccc(OC)cc2)nnc1SCC(=O)N1CCN(c2ccccc2)CC1 | u | -4% | u
C#CCOCCOCCOCCNc1nc(N2CCOCC2)nc(N2CCN(C(=O)[C@H](Cc3cc4ccccc4[nH]3)n3cc([C@@H](N)CC(C)C)nn3)CC2)n1 | u | 3% | u
CSc1ccc(N=Nc2c(C)[nH]n(C)c2=O)cc1 | 4% | -1% | u
COc1ccc(C(=O)c2ccccc2O)c(O)c1 | u | -8% | u
CCOC(=O)N1CCN(C(=O)C2CCN(c3nnc(-n4cccc4)s3)CC2)CC1 | -14% | 0% | -20%
N#CCC(=O)c1sccc1-n1cccc1 | 2% | -8% | -30%
Cc1sc2ncn(CC(=O)N3CCN(c4cccc(Cl)c4)CC3)c(=O)c2c1S(=O)(=O)N1CCC(C)CC1 | u | -5% | 23µM*
NC(=O)[C@@H]1CCCN1C(=O)c1cc(NC(=O)c2ccccc2)cc2ncn(C3CCCC3)c12 | -17% | x | -15%
O=C(CCNS(=O)(=O)c1ccc(Cl)cc1)N1CCN(c2ncccn2)CC1 | 6% | 0% | 3%
Cc1cccc(C(=O)Nc2nc(-c3ccc(Br)cc3)ns2)c1 | -29% | -11% | u
O=C(O)c1ccc(N2CCCCC2)cc1 | 1% | 2% | -2%
Cc1ccc2c(c1)N(C(=O)N1CCC(C(=O)NC3CCCCCC3)CC1)CCO2 | -10% | -5% | u
Cc1c(C(=O)NCC2COc3ccccc3O2)oc2ccc(S(=O)(=O)N3CC(C)CC(C)C3)cc12 (centres undefined) | 18µM* | -18% | 13µM*
O=C(Nn1c(=O)[nH]c2ccccc2c1=O)c1ccco1 | -5% | -5% | 2%
O=C(NC1CCCCCC1)C1c2ccccc2C(=O)N1C1CC1 (centres undefined) | -20% | -1% | -16%
CC(C)[C@H](NC(=O)Nc1ccc(S(N)(=O)=O)cc1)C(=O)O | 1% | -1% | -3%
N/C(=N\OC(=O)c1ccc2ccccc2c1)c1cccc([N+](=O)[O-])c1 | -9% | 11% | u
O=C(NC1CCCCC1)c1cc(-c2ccc(Cl)cc2)on1 | -2% | -4% | -21%
CN1C(=O)C(CC#N)(C2(CC#N)C(=O)N(C)c3ccccc32)c2ccccc21 (centres undefined) | -6% | x | -9%
CCOc1ccc(/C=C/C(=O)N(CC)CC(=O)Nc2c(F)cccc2F)cc1OC | -29% | x | u
Cc1ccc(-c2noc(CSc3nnc(CCc4ccccc4)n3-c3ccccc3)n2)cc1 | 16µM* | -21% | 16µM*
COc1cc(C=c2c3ccccc3n3c2cc(-c2ccccc2)[n+]3C)cc(OC)c1OC | 5.2µM* | x | 4.6µM*
COc1cccc(C(=O)C2CCCN(Cc3cccc(-n4nc(C)cc4C)c3)C2)c1 (centres undefined) | u | -6% | u

An excerpt from above in order of count of non-hydrogen atoms, rising.
SMILES | DT40 TDP1 CPT | KAT2A inh | DT40 TDP1 no CPT
O=C(NC1CCCCC1)c1cc(-c2ccc(Cl)cc2)on1 | -2% | -4% | -21%
Cc1ccc2c(c1)N(C(=O)N1CCC(C(=O)NC3CCCCCC3)CC1)CCO2 | -10% | -5% | u
CCOc1ccc(/C=C/C(=O)N(CC)CC(=O)Nc2c(F)cccc2F)cc1OC | -29% | x | u

Back to the main list; the 2 compounds before the break are reprinted first.
SMILES | DT40 TDP1 CPT | KAT2A inh | DT40 TDP1 no CPT
COc1cc(C=c2c3ccccc3n3c2cc(-c2ccccc2)[n+]3C)cc(OC)c1OC | 5.2µM* | x | 4.6µM*
COc1cccc(C(=O)C2CCCN(Cc3cccc(-n4nc(C)cc4C)c3)C2)c1 (centres undefined) | u | -6% | u
CCN1CCN(S(=O)(=O)c2ccc(OC)c(NC(=O)c3ccccc3)c2)CC1 | -23% | u | -25%
COc1ccc(-c2cc(C(F)(F)F)n3nc(C(=O)N(C)Cc4ccccc4)cc3n2)cc1OC | 16µM* | -24% | u
CN1CCCN(C(=O)CC(c2ccccc2)c2ccccc2)CC1 | -16% | 1% | -22%
O=C(CN1C(=O)/C(=C\c2cccs2)SC1=S)Nc1cccc(C(=O)O)c1 | -16% | -29% | 4%
CCn1ccnc1CN1CCC(n2nccc2NC(=O)c2ccccc2OC)CC1 | -7% | -1% | 12%
Cc1ccsc1C(=O)C1CCCN(Cc2cc(F)ccc2-n2cccn2)C1 (centres undefined) | 9.2µM* | -1% | 12µM*
O=C(C[n+]1cccc(Br)c1)c1ccccc1 | -5%&-6% | 5% | 9%&-12%
CCCN1Cc2cc(OC)ccc2-c2ccccc2S1(=O)=O | -14% | -1% | -12%
COC(=O)CNC(=O)CN1c2cccc3cccc(c23)S1(=O)=O | 1% | x | -1%
O=C(COc1ccc(Br)cc1)NNC(=O)Cc1ccc(S(=O)(=O)N2CCOCC2)s1 | 2% | x | 2%
O=C(Nc1ccc(CN2CCOCC2)cc1)c1cc2ccccn2n1 | 11% | -4% | -15%
C/C(=N\NC(=O)c1ccc(-n2cnnn2)cc1)c1ccc(C)cc1 | -3% | -7% | -6%
Cc1cc(SCCC(=O)O)nc2ccccc12 | -2% | -5% | -15%
NC(=O)CC(NC(=O)Cc1ccc(Br)cc1)c1ccc(NCCOc2ccccc2)c([N+](=O)[O-])c1 (centres undefined) | -24% | -1% | -11%
COc1ccc(CNC(=O)c2cccnc2Sc2ccc(Cl)cc2)cc1 | -4% | -5% | -17%
COC(=O)c1ccc(COc2ccccc2/C=N/NC(N)=O)o1 | 17% | 2% | -25%
COc1cccc(NC(=O)Cc2ccc3ccccc3c2)c1 | -2% | -7% | 2%
CCOc1ccc(Cl)cc1S(=O)(=O)n1nnc2ccccc21 | 16µM* | 0% | u
Fc1ccc(-c2nc3c4ccccc4ccn3c2Cc2ccccc2)cc1 | -13% | x | u
COCCN(Cc1nc(C2(c3ccc(C)cc3)CCCC2)no1)C(C)C | -14% | 2% | u
O=C(c1ccccc1[N+](=O)[O-])n1cnc2ccccc21 | 10% | 1% | -5%
O=C1CC(c2cccc([N+](=O)[O-])c2)c2cc3c(cc2N1)CCC3 (centres undefined) | 18µM* | -2% | 26µM*
O=C(CN1CCCCC1)NCC1(c2ccccc2)CCCC1 | -15% | -4% | u
CC1(C)CC(=O)c2cc(C(=O)NNc3ccccc3)c(=O)n(-c3ccccc3)c2C1 | 12% | 0% | -21%
Cc1ccc(Oc2cc(N3CCOCC3)nc(-c3ccccc3)n2)cc1 | u | -10% | u
Cc1nnc(SCC(=O)Nc2ccc(N3CCOCC3)cc2)o1 | 3% | 0% | -3%
COc1ccc(C(=O)C[n+]2cccc3cc(Cl)ccc32)cc1 | u | x | 16µM*
Cc1ccc(C2=NOC(C)(c3nnc(-c4ccncc4)o3)C2)cc1 (centres undefined) | -1% | x | -12%
c1ccc(-c2cn3nc(-c4ccccc4)cnc3n2)cc1 | -5% | 15% | 1%
Cc1cnccc1/C=C/c1ccc(N)cc1 | u | x | u
CC(C)(C)NC(=O)C(c1ccsc1)N(CCc1ccccc1)C(=O)Cn1nnc2ccccc21 (centres undefined) | u | -4% | -30%
O=C(NC(=S)Nc1cccc(O)c1)C1CCCCC1 | -3% | 2% | u
Cc1cccc(OCC(=O)NCC(C)(C)N2CCOCC2)c1 | -11% | 1% | 2%
COc1ccc(C(=O)NC(CC(C)C)C(=O)O)cc1OC (centres undefined) | 6% | -8% | 1%
O=C(NS(=O)(=O)c1ccc2ccc(S(=O)(=O)NCCSc3ccccc3)cc2c1)c1cccc2ccccc12 | -6% | x | 3%
Cc1ccccc1C1C(C#N)=C(N)N(N(C)C)C2=C1C(=O)CC(C)(C)C2 (centres undefined) | 6% | -2% | -6%
COCCCNC(=O)c1ccc(-n2nc(C(F)(F)F)cc2-c2cccs2)cc1 | -30% | 2% | -29%
CCn1cc([N+](=O)[O-])c(C(=O)NCc2ccc3c(c2)OCO3)n1 | 13% | -3% | 11%

Structures from the list above containing a CF3 group, in the order listed:
SMILES | DT40 TDP1 CPT | KAT2A inh | DT40 TDP1 no CPT
COc1ccc(CCNC(=O)C2CC(c3ccccc3C(F)(F)F)=NO2)cc1 (centres undefined) | -8% | 22% | -8%
COc1ccc(-c2cc(C(F)(F)F)n3nc(C(=O)N(C)Cc4ccccc4)cc3n2)cc1OC | 16µM* | -24% | u
COCCCNC(=O)c1ccc(-n2nc(C(F)(F)F)cc2-c2cccs2)cc1 | -30% | 2% | -29%
